# High-throughput results: PubChem, Sanford-Burnham Center for Chemical Genomics
# TNAP Pi inh: human TNAP inhibition, phosphate detection. P05186. purified TNAP, pNPP, malachite green phosphate absorbance. inhibition, % at 20 µM. 21,000 tested, under 10 active. AID 614
# Target sequence (P05186 whole entry, looked up): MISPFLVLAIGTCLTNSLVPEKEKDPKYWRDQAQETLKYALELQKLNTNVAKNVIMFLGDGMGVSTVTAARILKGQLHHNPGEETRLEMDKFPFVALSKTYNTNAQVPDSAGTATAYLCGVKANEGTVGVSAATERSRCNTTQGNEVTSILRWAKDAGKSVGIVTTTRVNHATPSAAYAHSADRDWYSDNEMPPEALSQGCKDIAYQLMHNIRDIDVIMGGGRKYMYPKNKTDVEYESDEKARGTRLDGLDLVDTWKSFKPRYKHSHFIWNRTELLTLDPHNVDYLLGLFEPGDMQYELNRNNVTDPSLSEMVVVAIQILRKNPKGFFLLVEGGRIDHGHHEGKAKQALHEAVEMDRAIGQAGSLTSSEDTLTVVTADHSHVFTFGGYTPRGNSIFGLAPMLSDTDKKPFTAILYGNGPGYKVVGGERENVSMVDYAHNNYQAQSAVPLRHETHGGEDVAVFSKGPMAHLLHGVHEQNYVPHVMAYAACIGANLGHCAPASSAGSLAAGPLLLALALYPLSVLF
# TNAP inh pNP: blocks human TNAP p-nitrophenol release; P05186; purified TNAP, pNPP hydrolysis, absorbance 405 nm; inhibition, % at 20 µM; 21,000 tested, under 10 active;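 further: 0% = DMSO only wells and 100% = 1 mM levamisole wells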
# Starred values were filed as active, the others as inactive.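 How the source made its calls: active means inhibition above 50% at the 20 µM single-dose screen; inactive means the rest.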 An excerpt; count on the stated rates, not on these rows.
no.	TNAP Pi inh	TNAP inh pNP	molecule
1	5.5	0.3	O=C(NCC1CCCO1)c1nn2cccnc2c1Cl (centres undefined)
2	10.2	4.3	COc1ccc(-c2onc(C)c2-c2ccc(C(=O)OC(C)C)o2)c(O)c1
3	14.2	6.6	CC(C)Oc1ccc(CC2CC(=O)NC2=O)cc1 (centres undefined)
4	5.4	3.0	COc1ccc(Cl)cc1C(=O)CSc1nnnn1C1CCCC1
5	12.5	4.8	CCOc1ccccc1OCC(=O)Nc1ccc(N2CCCCC2)cc1
6	10.0	3.2	O=C1CCCCC(=O)N(c2ccccc2)c2ccccc21
7	6.9	8.4	N#Cc1nc(-c2ccco2)oc1N1CCN(Cc2ccccc2)CC1
8	11.9	5.4	N#Cc1nc(COc2ccccc2F)oc1NCCCn1ccnc1
9	0.0	0.0	COc1ccccc1N1CCN(CC(O)COc2cccc3ccccc23)CC1 (centres undefined)
10	14.0	0.7	COc1ccc(C(=O)NC(C(=O)NCc2ccccn2)C(C)C)cc1 (centres undefined)
11	2.9	-5.0	CC1Cc2ccccc2N1C(=O)c1ccnc(C(C)(C)C)c1 (centres undefined)
12	9.7	6.6	COc1ccc2nc3sc(C(=O)NCc4cccs4)c(N)c3cc2c1
13	8.4	4.9	CNc1oc(-c2ccc(Cl)cc2)nc1C#N
14	12.5	6.7	O=C(NC1CCCc2ccccc21)C1CCCO1 (centres undefined)
15	8.3	0.0	Cc1ccc(OCc2nn3c(-c4ccco4)nnc3s2)cc1
16	-4.1	-2.7	COCCCN1C(=O)C(=O)/C(=C(/O)c2ccc3c(c2)OCCO3)C1c1ccc(C(=O)OC)cc1 (centres undefined)
17	9.2	5.1	COc1cc(C(=O)Nc2ccc(NC(=O)c3ccco3)nc2)cc(OC)c1OC
18	16.0	1.1	COc1ccc(C(C)=O)cc1COC(=O)Cn1cnc2ccccc2c1=O
19	8.9	1.5	COc1ccc(CC(=O)NC2CCN(CC(=O)N3CCCc4ccccc43)CC2)cc1OC
20	9.8	2.4	CCOc1c(Cl)cc(C(=O)NCCN2CCCCC2)cc1Cl
21	8.2	3.9	C[N+]12CCC(CC1)C(OC(=O)C(O)(c1ccccc1)c1ccccc1)C2 (centres undefined)
22	2.3	5.7	C=C(C)CN1C(=O)C(O)(CC(=O)c2ccc3c(c2)OCCO3)c2ccccc21 (centres undefined)
23	12.4	4.8	CCn1c(SC)nnc1-c1sc2cc(Cl)ccc2c1Cl
24	15.2	3.3	Cc1cc(NS(=O)(=O)c2ccc(Cl)cc2)nn1CC(=O)NCc1ccco1
25	3.5	1.1	COc1cc(C2Nc3cc(Cl)c(S(N)(=O)=O)cc3S(=O)(=O)N2)cc(OC)c1OC (centres undefined)

# Further results follow.
no.	TNAP Pi inh	TNAP inh pNP	molecule
26	2.0	0.7	COc1ccccc1-c1nc(C#N)c(N2CCN(c3cccc(Cl)c3)CC2)o1
27	6.0	3.4	COc1cccc(-c2nc(NC(C)C)c3ccccc3n2)c1O
28	7.5	-9.5	COc1cc(OC)c2c(C)cc(=O)oc2c1
29	7.6	0.8	CC1CN(C(=O)CN2C(=O)NC3(CCCCCCC3)C2=O)CC(C)O1 (centres undefined)
30	6.6	2.2	O=C(O)c1cc2cc(F)ccc2[nH]1
31	13.7	3.8	O=C(CCCOc1ccc(Cl)cc1Cl)N1CCN(c2ccccn2)CC1
32	-1.1	-2.2	O=C(O)CCC1COc2ccccc2O1 (centres undefined)
33	-5.2	-14.3	O=S(=O)(c1ccc(OCC(O)CN2CCN(c3ccc(F)cc3)CC2)cc1)N1CCOCC1 (centres undefined)
34	8.4	4.9	CCCCCC1CC(CC#CCN2CCOCC2)C(=O)O1 (centres undefined)
35	14.9	11.7	CCOC(=O)c1ccc(NCC(O)COc2ccccc2)cc1 (centres undefined)
36	8.0	3.5	CCOc1ccc(CSC(CC(=O)O)C(=O)O)cc1 (centres undefined)
37	5.2	1.7	Cc1cc(C)nc(N2CCN(c3ncnc4c3cnn4Cc3ccc(Cl)cc3Cl)CC2)n1
38	4.4	-2.4	CC(C)n1nnnc1C(c1ccc(F)cc1)N1CCN(C2CCCC2)CC1 (centres undefined)
39	-5.6	-1.3	CCOc1ccc(/C(O)=C2\C(=O)C(=O)N(c3cc(C)on3)C2c2ccccc2OC)cc1 (centres undefined)
40	9.8	5.7	Cc1cc(C)nc(N(C#N)CC(=O)c2ccccc2)n1
41	4.0	4.5	COC(=O)C1=C(C)NC2=C(C(=O)c3ccccc32)C1c1ccc(-c2ccc(C(=O)O)cc2)o1 (centres undefined)
42	8.9	7.2	CN1CCN(/C(=N\O)c2nonc2N)CC1
43	9.7	5.3	CCOc1ccc(OCC)c(NC(=O)CSCC(=O)O)c1
44	5.2	0.8	Cc1cccc2cc(COC(=O)c3cccnc3)c(=O)[nH]c12
45	-18.1	0.6	O=C(c1ccc(F)cc1)N1CCN(Cc2ccccc2Br)CC1
46	4.9	1.6	C=CCN(CC=C)c1nc2ccccc2nc1C(C#N)C(=O)OC(C)C (centres undefined)
47	9.2	0.7	O=C(c1ccc(N2CCCC2=O)cc1)N1CCN(c2ccccc2)CC1
48	-3.9	-12.7	Cc1cccc(OCc2n[nH]c(=S)o2)c1
49	0.9	4.2	Fc1ccc(CSc2nnc(-c3cccs3)o2)cc1
50	-64.7	-25.4	CCOC(=O)Cc1cc(=O)c2c(=O)n(-c3ccccc3)[nH]c2[nH]1

# More results.
no.	TNAP Pi inh	TNAP inh pNP	molecule
51	4.6	0.2	Cc1ccc(S(=O)(=O)CC(c2ccccc2)N2CCOCC2)cc1 (centres undefined)
52	4.6	1.1	Clc1cccc(-c2nn3c(-c4ccncc4)nnc3s2)c1
53	15.1	3.6	O=C(Nc1ccccn1)c1cc(-n2cnnc2)ccc1Cl
54	5.3	1.6	O=c1c2c3nc4ccccc4nc3n(/N=C/c3ccco3)c2ncn1CCC1=CCCCC1
55	6.5	1.6	O=C(Nc1cc(C(F)(F)F)ccc1N1CCOCC1)c1cccnc1
56	-34.1	-3.1	Cc1cccc(C)c1NC(=O)CSCC(=O)O
57	1.0	4.0	Cc1ccc(NC(=O)N(Cc2cc3cc(C)cc(C)c3[nH]c2=O)CC2COCCO2)cc1 (centres undefined)
58	8.1	4.2	N#Cc1nc(Cc2ccccc2)oc1NCc1cccnc1
59	7.8	4.0	CSCCC(C(=O)O)N1C(=O)c2ccc(C(=O)O)cc2C1=O (centres undefined)
60	-8.2	3.7	COc1cccc(NC(=O)Cc2cccs2)c1
61	-7.5	1.1	O=C(Nc1cccc(NC(=O)C2CC3CCCC(C2)C3=O)n1)C1CC2CCCC(C1)C2=O (centres undefined)
62	6.4	3.0	COc1ccc(OC)c(C(C(=O)NCc2ccco2)N(C(=O)Cn2nnc3ccccc32)C(C)C)c1 (centres undefined)
63	7.1	9.1	CCn1c(SCC(=O)OC2CCCCC2)nc2ccccc2c1=O
64	9.8	1.9	OC(CN1C2=NCCN2c2ccccc21)c1ccc(Br)cc1 (centres undefined)
65	-17.6	2.9	O=C(c1cccs1)N1CCCC(c2nc(-c3ccc(F)cc3)no2)C1 (centres undefined)
66	0.9	7.3	Cc1nn2c(-c3ccc(Cl)cc3Cl)nnc2s1
67	0.0	0.0	Cc1ccccc1OCCC(=O)Nc1c(C)n(C)n(-c2ccccc2)c1=O
68	6.0	1.1	CCN(CC)CCN1C(=O)C(O)=C(C(C)=O)C1c1ccc(OC)c(OC)c1 (centres undefined)
69	3.8	-0.8	CCOc1ccc(NC(=O)CSc2nnc(-c3ccncc3)n2CC2CCCO2)cc1 (centres undefined)
70	13.2	-4.8	CCN(CC)CCCN1C(=O)C(=O)/C(=C(/O)c2ccc(C)cc2)C1c1ccccn1 (centres undefined)
71	12.0	2.9	CCCOC(=O)C1[C@H]2C(=O)N(CC3CCCO3)C[C@]23C=C[C@H]1O3 (some centres undefined)
72	11.4	0.0	O=C(Nc1ccc2c(c1)OCO2)N1CCN(C/C=C/c2ccccc2)CC1
73	16.8	8.0	Clc1ccc(OCc2nn3c(C4CCCCC4)nnc3s2)cc1
74	9.4	2.8	Cc1ccc(S(=O)(=O)N2CCC(C(=O)N3CCC[C@H]3C(=O)NCc3ccco3)CC2)cc1
75	9.3	3.7	COC(=O)c1cc(S(=O)(=O)N2CCOCC2)c(N2CCOCC2)cc1N1CCOCC1

# Going on with the list.
no.	TNAP Pi inh	TNAP inh pNP	molecule
76	11.2	3.6	CCOC(=O)c1oc2nc(C)c3c(c2c1N)CC(C)(C)OC3
77	5.1	6.0	Cc1cc(C)nc(N2CCCC(C(=O)NCc3cccs3)C2)n1 (centres undefined)
78	13.5	3.4	CCCCOc1ccc(-c2c(C#N)c(N)nc(SCC(N)=O)c2C#N)cc1
79	-3.8	-9.4	O=C(Nc1ccc2c(c1)OCO2)c1cccs1
80	5.8	-0.6	CCCCN1C(=O)C(O)=C(C(C)=O)C1c1ccc(OC)cc1OC (centres undefined)
81	7.8	0.7	Cc1ccc(C(C(=O)NC2CCCC2)N(Cc2ccc(F)cc2)C(=O)c2csnn2)o1 (centres undefined)
82	7.0	4.4	CCOC(=O)c1cc(NC(=O)c2c(C)noc2C)cc(C(=O)OCC)c1
83	7.6	5.2	N#Cc1nc(-c2ccccc2Cl)oc1N1CCCCC1
84	6.3	4.5	CC1CN(S(=O)(=O)c2ccc(NC(=O)c3cc(-c4ccccc4O)n[nH]3)cc2)CC(C)O1 (centres undefined)
85	10.6	2.8	COc1ccc(C)cc1S(=O)(=O)N1CCCCC1
86	9.2	2.8	CCN(CC)C(=O)CSc1nc2sc(C)c(C)c2c(=O)[nH]1
87	-3.0	-2.0	Cc1cccc(Cl)c1OCCCCn1ccnc1
88	17.8	9.1	Cc1cc(C)c2c(CN3CCN(Cc4ccc5c(c4)OCO5)CC3)cc(=O)oc2c1
89	-9.5	-10.7	COc1cccc(N2CCN(C3CC(=O)N(c4cccc(Cl)c4)C3=O)CC2)c1 (centres undefined)
90	8.6	4.3	Cc1ccc(OCC(=O)Nc2ccc3c(c2)nc2n3CCOC2)cc1
91	7.7	4.8	CN(Cc1cc(=O)[nH]c2ccccc12)C(=O)c1ccccc1
92	15.0	1.5	CCOC(=O)C(C(=O)OCC)C(=O)c1cc(OC)c(OC)c(OC)c1
93	1.1	-6.2	O=C(NCc1cccnc1)C1CCCN(S(=O)(=O)c2ccccc2)C1 (centres undefined)
94	1.5	1.0	O=C(NCC1COc2ccccc2O1)c1ccc(Cl)cc1 (centres undefined)
95	8.4	9.2	O=C(NCc1ccco1)c1ccc(S(=O)(=O)N2CCCc3ccccc32)cc1
96	-3.4	-4.4	COC(=O)c1cc(Cl)c(NC(=O)c2ccco2)cc1OC
97	5.5	3.3	Cc1cc(C)n(-c2nc(SCC(=O)Nc3nccs3)c3c4c(sc3n2)COC(C)(C)C4)n1
98	4.1	-4.9	CN(C)c1oc(-c2ccc(OCc3ccc(Cl)cc3)cc2)nc1C#N
99	-14.8	5.4	Cn1cc(NC(=O)c2cc(NC(=O)c3cc(NC=O)cn3C)cn2C)cc1C(=O)NCCC(=N)N
100	-18.4	-0.2	CCOC(=O)c1cnc(-c2ccccc2)[nH]c1=O

# Carrying on.
no.	TNAP Pi inh	TNAP inh pNP	molecule
101	3.6	-1.4	Cc1c(C(Nc2ccccn2)c2ccc(Cl)cc2)c(=O)n(-c2ccccc2)n1C (centres undefined)
102	12.3	5.4	Cc1ccc(OCCn2nc3ccccc3n2)c(C)c1
103	10.9	7.8	CCOC(=O)C1CCCN(CCC(=O)Nc2c(C(=O)OC)[nH]c3cc(OC)ccc23)C1 (centres undefined)
104	7.2	-1.6	Cc1cc(C)n(-c2nc3ccccc3nc2Nc2ccc3[nH]c(=O)[nH]c3c2)n1
105	7.6	3.4	CC(=O)c1cccc(NC(=O)COc2ccccc2)c1
106	10.7	0.8	CCCCNC(=O)CSc1nccn1Cc1ccccc1
107	8.9	6.6	COC(=O)Cc1c(C)nc2nc(-c3cccnc3)[nH]n2c1=O
108	-48.5	-19.3	Cc1ccc(Nc2nc(C(=O)N3CCC(C(=O)NCCN4CCOCC4)CC3)cs2)cc1
109	5.0	4.6	CS(=O)(=O)N1CCN(C(=O)C(Sc2ccccc2)c2ccccc2)CC1 (centres undefined)
110	4.6	2.6	COc1ccc(NC(=O)NS(=O)(=O)c2ccc(C)cc2)c(OC)c1
111	7.7	-0.2	Fc1ccc(CN2CCCCCCC2)cc1F
112	8.3	-4.5	N#Cc1nc(COc2ccccc2F)oc1NCCc1ccccc1
113	5.5	0.4	Cc1nc(CN2CCN(C(=O)NC3(c4ccccc4)CC3)CC2)cs1
114	2.2	2.2	CCn1nnnc1-c1ccc(OC)c(S(=O)(=O)Nc2ccc(C(=O)OC)cc2)c1
115	18.2	0.4	CCOC(=O)C1CCCN(C(=O)c2cc3nc(-c4cccc(OC)c4)cc(C(F)(F)F)n3n2)C1 (centres undefined)
116	10.0	6.2	O=C(O)CCSc1ccc2ccccc2n1
117	9.2	4.0	COc1ccc(C(=O)N2CCCC(c3nc(-c4cc(OC)c(OC)c(OC)c4)no3)C2)cc1 (centres undefined)
